Source: PubChem
KCNH2 WT inh = qHTS for Inhibitors of KCHN2 3.1: Wildtype qHTS. Voltage-gated inwardly rectifying potassium channel KCNH2 (Homo sapiens), Q12809. U2OS, BacMam KCNH2, thallium flux FluxOr; stronger effect = lower value. activity change, % at 1.84 µM. 340,000 compounds, 0.37% hits;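 active = maximum activity change below -70%; inconclusive = maximum activity change between -70% and -50%; inactive = maximum activity change above -50%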; also: % is scaled to controls: 0 for no effect and ±100 for the full control effect
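U2OS cells transduced with wild-type KCNH2 virus are loaded with FluxOr dye for 45 min, and thallium flux is measured in kinetic reads before and after stimulation buffer. Rate constants are normalized to DMSO controls.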
AT treatment = qHTS Assay for Identifying a Potential Treatment of Ataxia-Telangiectasia; 320,000 compounds, 0.19% hits; […] A-T fibroblasts, KAP-1 phosphorylation AlphaLISA; neocarzinostatin DNA damage 30 min before lysis; Potency, µM (doses to about 57.5 µM), for the others: at the highest dose activation, hits mostly activators; also: potency is read from the fitted curve at half-maximal effect; % of control where 0% means no effect; nearly all actives have a fitted effect of over 45% in size
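hTERT-immortalized A-T patient fibroblasts ([…]), 500 cells/well in OPTI-MEM, 1% FBS, got compounds for 60 min, then NCS for 30 min at 37C. Lysates were then assayed for phospho-KAP-1 by AlphaLISA (anti-pKAP1 donor, anti-KAP1 acceptor beads), 6 hr at 25C.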
Mito fusion yeast = qHTS Assay for Small Molecule Inhibitors of Mitochondrial Division or Activators of Mitochondrial Fusion; Potency, µM (top dose mostly 46.1 µM), for the others: at the highest dose growth rescue (activation), usual class: activators; S. cerevisiae fusion-defective mutant growth rescue, CellTiterGlo 48 h; 320,000 compounds, 0.23% hits; AID 485298, 2010;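 also: potency is read from the fitted curve at half-maximal effect; % of control where 0% means no effect; nearly all actives have a fitted effect of over 45% in size; temperature-sensitive fusion mutants such as fzo1-1 at 37 °C on non-fermentable ethanol glycerol medium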
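Compounds are tested for their ability to restore growth of mitochondrial fusion-defective yeast strains at non-permissive 37C in YPEG medium over 48 hours. Viability is quantified by luciferase luminescence.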
KCNH2 3.1 block = qHTS for Inhibitors of KCHN2 3.1: Mutant qHTS; Potassium voltage-gated channel subfamily H member 2, brain isoform KCNH2 3.1 (human); U2OS KCNH2 3.1, thallium flux FluxOr; stronger effect = lower value; activity change, % (tested at about 1.8 µM); 340,000 compounds, 0.95% hits;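 active = maximum activity change below -70%; inconclusive = maximum activity change from -70% to -50%; inactive = maximum activity change above -50%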;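 also: thallium influx rate constant from kinetic fluorescence after stimulation buffer; % is scaled to controls: 0 for no effect and ±100 for the full control effect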
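Normalized rate constant (relative to positive and negative DMSO controls) derived from a 2 min kinetic fluorescence read after stimulation; U2OS cells expressing the 3.1 isoform via virus at 1.77 x 10^8 /mL.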
TSHR antag = Antagonists of the Thyroid Stimulating Hormone Receptor: HTS campaign; TSHR-expressing cells, TSH-stimulated cAMP HTRF, 2 h; stronger effect = lower value; activity change, negative = inhibition, % at 11.5 µM; 330,000 compounds, 0.2% hits; AID 504810, 2011;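 active = activity change below a set negative limit, meaning inhibition stronger than a set level, cut at about -70% in these data; inconclusive = activity change between two set negative limits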; also: % is scaled to controls: 0 for no effect and ±100 for the full control effect
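Read-out is FRET at 665 nm (cryptate excitation 337 nm) from a cryptate-tagged anti-cAMP antibody, competed by cell cAMP against cAMP-d2. Compounds are tested on freshly harvested TSHR cells challenged with 4nM TSH (EC80) for 2 hours at 37 deg C.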
USP2a inh = qHTS Assay for Inhibitors of Ubiquitin-specific Protease USP2a Using CHOP2 as the Reporter. USP2 core, Ub-CHOP2 coupled fluorogenic reporter, 485/531. Potency, µM (doses to about 38.3 µM), without a hit: top-dose activity change, negative = inhibition, hits mostly inhibitors. Ubiquitin carboxyl-terminal hydrolase 2 (Homo sapiens), O75604. 330,000 compounds, 0.01% hits;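 also: potency is read from the fitted curve at half-maximal effect; plate controls were DMSO wells for no effect and full inhibition by NEM control for full effect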
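Deubiquitinase activity read as fluorescence (485/531 nm) after Ub-CHOP2 cleavage activates the enterokinase reporter on its substrate; USP2 core 10nM, Ub-CHOP2 and substrate 25nM each, 30min compound preincubation then 60min RT; data normalized to NEM, curves fitted.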
Eya2 phos inh = qHTS Assay for Inhibitors of the Phosphatase Activity of Eya2; AID 488837, 2010; Protein phosphatase EYA2 (Homo sapiens), O00167; recombinant Eya2, OMFP fluorescence dephosphorylation (OMFP is methylfluorescein phosphate); Potency, µM (doses to about 76.9 µM), without a hit: at the top dose activity, negative = inhibition, actives largely listed as inhibitors; 330,000 compounds, 0.006% hits; also: potency is read from the fitted curve at half-maximal effect; % is scaled to controls: 0 for no effect and ±100 for the full control effect
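Eya2 (0.2 uM) preincubated 10 min at ambient with compound, then OMFP substrate added at 50 uM; 10 min reaction in 50 mM HEPES pH 7.5, 50 mM NaCl, 5 uM MgCl2, 0.05% BSA, 1 mM DTT. Fluorescence read at Ex 485/Em 525 nm.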
TCR activator = Activators of T cell receptors: qHTS campaign; 330,000 tested, under 10 active; primary human leukocytes, anti-CD3, IL-2 HTRF, 48 h; Potency, µM (doses to about 9.22 µM), inactives show at the top dose activation of IL-2 secretion, usual class: activators; also: % of control where 0% means no effect
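1) Mix primary human leukocytes, a-CD3 beads and compound. 2) Incubate 48 hr. 3) Add HTRF IL-2 reagents (a-IL-2-K, a-IL-2-d2).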
ELG1 DNA repair = qHTS screen for small molecules that inhibit ELG1-dependent DNA repair in human embryonic kidney (HEK293T) cells expressing luciferase-tagged ELG1; HEK293T ELG1-luciferase reporter, luminescence, 16 h; DNA damage induced by 5-fluorouridine; Potency, µM (titrated, usually from 46.1 µM), inactives show top-dose activity change, negative = inhibition, usual class: inhibitors; 330,000 compounds, 2.3% hits; also: potency is read from the fitted curve at half-maximal effect; % is scaled to controls: 0 for no effect and ±100 for the full control effect; nearly all actives have a fitted effect of over 55% in size
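Luminescence from the luciferase reporter, measured 30 min after ONE-Glo reagent at room temperature, was the read-out. Beforehand, 2,000 cells per well were exposed for 16 hr at 37 °C to 5-fluorouridine together with compound or vehicle.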
TRPV1 ag = HTS Assay for Compounds that Act as Agonists of the Vanilloid Receptor 1; TRPV1-expressing cells, Fluo-8 calcium influx, agonist mode; AID 540275, 2011; activation, % at 8.33 µM; 320,000 compounds, 0.19% hits; Transient receptor potential cation channel subfamily V member 1 (Homo sapiens), Q8NER1; in the data active = activation above about 80%; inconclusive = between about 30% and that limit; also: 0% is about no effect
Target sequence (Q8NER1 whole entry, looked up): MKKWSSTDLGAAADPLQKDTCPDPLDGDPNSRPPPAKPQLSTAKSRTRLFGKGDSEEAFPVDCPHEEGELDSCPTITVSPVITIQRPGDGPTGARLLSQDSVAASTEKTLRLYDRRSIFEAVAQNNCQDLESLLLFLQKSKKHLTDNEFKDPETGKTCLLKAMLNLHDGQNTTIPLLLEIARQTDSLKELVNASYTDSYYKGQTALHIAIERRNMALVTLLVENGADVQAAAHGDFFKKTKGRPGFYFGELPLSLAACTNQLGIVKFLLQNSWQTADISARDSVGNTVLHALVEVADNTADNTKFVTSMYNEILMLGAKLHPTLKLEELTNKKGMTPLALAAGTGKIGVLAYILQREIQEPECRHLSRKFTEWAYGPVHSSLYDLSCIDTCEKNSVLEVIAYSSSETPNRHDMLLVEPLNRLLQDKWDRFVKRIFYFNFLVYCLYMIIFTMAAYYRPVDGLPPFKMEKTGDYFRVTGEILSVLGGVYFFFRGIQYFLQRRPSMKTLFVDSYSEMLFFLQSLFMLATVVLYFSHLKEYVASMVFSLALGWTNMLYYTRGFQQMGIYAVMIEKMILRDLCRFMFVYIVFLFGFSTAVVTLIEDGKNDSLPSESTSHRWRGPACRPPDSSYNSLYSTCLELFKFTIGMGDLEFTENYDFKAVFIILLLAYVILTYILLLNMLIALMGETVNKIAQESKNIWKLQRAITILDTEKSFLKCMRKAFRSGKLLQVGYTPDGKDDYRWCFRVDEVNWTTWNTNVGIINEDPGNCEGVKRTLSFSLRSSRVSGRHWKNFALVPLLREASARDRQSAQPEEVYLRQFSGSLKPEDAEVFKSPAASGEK
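Fluo-8 calcium influx in TRPV1-expressing cells, kinetic read (ex 480/em 520 nm). Compound added and read 3 min for agonist activity, followed by capsaicin at EC20 final and 2 min further read for enhancement.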
Starred values were filed as active, the others as inactive; ? = inconclusive; . = not tested or not shown; [ ] = remark or other dose. Unless noted, calls follow the shape of the dose curve; as a rule, active = well fitted curve in the direction sought with a large enough effect; inconclusive = small, poorly fitted or top-dose-only effect, or another doubt; inactive = no such curve, though single readings can be large; an effect the other way counts as inactive or inconclusive. Only part of the results is shown; the hit share may differ from the screen's.

1) N[C@@H](Cc1c[nH]c2ccccc12)c1nnc(SCc2ccc(Cl)cc2)o1
2) O=C1NC(=O)C(CCc2ccncc2)(CCc2ccncc2)C(=O)N1CCc1ccc(F)cc1
3) Cc1cccc(-n2c(O)c(C=Nc3ccccc3N)c(=O)[nH]c2=O)c1
4) CCOC(=O)C1SC2(C(F)(F)C(F)F)CC1(O)c1c(c(OC)c3occc3c1OC)O2 (centres undefined)
5) Cc1ccc(C(=O)N[C@@H](C)CN2C3=NC[C@@H](Cc4ccccc4)N3C[C@H]2Cc2ccc(O)cc2)cc1Br
6) Cc1c(/C=N/O)c2ccccc2n1C
7) O=C(Oc1ccc(Cl)c2ccccc12)N1CCCCC1
8) NC(=O)OCCSc1nnc(-c2cccc(C(N)=S)c2)o1

Assay by compound	1	2	3	4	5	6	7	8
KCNH2 WT inh	-2	9	2	-4	.	-30	-8	2
AT treatment	11%	0%	3%	3%	-16%	.	6%	-5%
Mito fusion yeast	12%	-7%	-8%	6%	0%	0%	9%	1%
KCNH2 3.1 block	-2	-11	5	-17	.	1	-4	3
TSHR antag	7	-16	-2	-9	1	2	-6	-3
USP2a inh	0%	1%	1%	1%	-1%	3%	3%	0%
Eya2 phos inh	6%	10%	6%	-22%	17%	-15%	5%	-8%
TCR activator	5%	.	-3%	-2%	1%	3%[46.1 µM]	-10%	6%[46.1 µM]
ELG1 DNA repair	-18%	-21%	?	-8%	5%	?	?	15%
TRPV1 ag	0	0	1	16	2	1	20	12

Grouped by structure: those above with a Cl atom.
1) N[C@@H](Cc1c[nH]c2ccccc12)c1nnc(SCc2ccc(Cl)cc2)o1
7) O=C(Oc1ccc(Cl)c2ccccc12)N1CCCCC1

Assay by compound	1	7
KCNH2 WT inh	-2	-8
AT treatment	11%	6%
Mito fusion yeast	12%	9%
KCNH2 3.1 block	-2	-4
TSHR antag	7	-6
USP2a inh	0%	3%
Eya2 phos inh	6%	5%
TCR activator	5%	-10%
ELG1 DNA repair	-18%	?
TRPV1 ag	0	20

The main list resumes, starting 2 compounds before the break.
7) O=C(Oc1ccc(Cl)c2ccccc12)N1CCCCC1
8) NC(=O)OCCSc1nnc(-c2cccc(C(N)=S)c2)o1
9) CCCCOC(=O)C1=C(N)OC2=C(C(=O)CCC2)[C@]12C(=O)Nc1ccccc12
10) CCc1cccc(NC(=O)Cn2c(=O)oc3cc(S(=O)(=O)N4CCOCC4)ccc32)c1
11) Nc1ccccc1C(=O)OCC(=O)N1CCc2ccccc21
12) CN1CCN(c2nc3ccccc3c(=O)n2-c2ccccc2)CC1
13) Cc1ccc(NP(=O)(Oc2ccccc2F)Oc2ccccc2F)cc1C
14) COc1cc2c3c(c1OC)-c1cc(O)ccc1CC3NCC2 (centres undefined)
15) CN(Cc1ccccc1)C(=O)CN1CCCC1=O
16) Cc1ccc(-c2nc3ccccc3c(=O)n2-c2ccc(O)cc2)cc1

Assay by compound	7	8	9	10	11	12	13	14	15	16
KCNH2 WT inh	-8	2	3	-21	-4	2	-9	1	3	2
AT treatment	6%	-5%	-4%	1%	4%	4%	2%	-5%	3%	0%
Mito fusion yeast	9%	1%	1%	1%	2%	2%	21%	1%	2%	7%
KCNH2 3.1 block	-4	3	0	-2	2	22	2	-7	37	-9
TSHR antag	-6	-3	8	-3	-5	10	16	-1	8	15
USP2a inh	3%	0%	1%	1%	7%	0%	-3%	2%	0%	1%
Eya2 phos inh	5%	-8%	26%	17%	-22%	20%	-20%	13%	-7%	2%
TCR activator	-10%	6%[46.1 µM]	2%	2%	1%	-1%	-4%[46.1 µM]	-5%	-4%	-3%
ELG1 DNA repair	?	15%	1%	?	?	8%	?	-7%	-1%	-12%
TRPV1 ag	20	12	-1	-6	-5	2	27	-2	0	4

17) C=CCN1C(=O)NC(=O)/C(=C/c2ccc(OC)c(CSc3ccccn3)c2)C1=O
18) CCCNC(=O)N1[C@H]2CC[C@@H]1C(C(=O)OC)=C(c1cccc(C#N)c1)C2
19) Cc1cccnc1-n1c(-c2ccccc2)nc2ccccc2c1=O
20) c1ccc2c(c1)CC1CNCc3cccc(c31)S2 (centres undefined)
21) CCOP(=S)(OCC)SCC(=O)NC(C(=O)O)C(C)C (centres undefined)
22) Cc1cc(C)cc(N2C(=O)/C(=C\c3ccc(N4CCN(C)CC4)o3)C(=O)NC2=S)c1
23) O=C(C[N+]12CCC(CC1)C(O)C2)c1ccc(Br)cc1 (centres undefined)
24) CN1CCc2c(C#N)c(Cl)nc(Cl)c2C1

Assay by compound	17	18	19	20	21	22	23	24
KCNH2 WT inh	-1	3	1	5	1	1	.	.
AT treatment	1%	-3%	0%	9%	-4%	-31%	1%	-12%
Mito fusion yeast	-3%	-10%	0%	-1%	-4%	1%	-11%	2%
KCNH2 3.1 block	-5	-4	1	3	0	-15	-7	11
TSHR antag	9	-9	-6	2	5	5	-4	-2
USP2a inh	2%	0%	3%	-8%	0%	20%	4%	3%
Eya2 phos inh	-8%	-9%	5%	-8%	15%	2%	-23%	-24%
TCR activator	4%	0%	-1%	2%[46.1 µM]	-8%	-3%	-1%	-3%[46.1 µM]
ELG1 DNA repair	14%	?	-22%	7%	11%	?	-5%	?
TRPV1 ag	-2	2	1	0	5	15	-4	0

25) CCC(=NCC1CCCO1)c1c(O)[nH]c(=O)[nH]c1=O (centres undefined)
26) O=C(c1ccc(Cl)cc1)C1CCCN(Cc2ccc3nonc3c2)C1 (centres undefined)
27) O=C(c1ccco1)c1cn(Cc2ccccc2Cl)c2ccccc12
28) COC(=O)C1=C(c2ccccc2OCc2ccccc2)C[C@@H]2CC[C@H]1N2C(=O)NCc1ccc(OC)cc1
29) CCN1C[C@]2(COC)CC[C@H](O)[C@]34C1[C@](O)([C@@H](OC)[C@H]23)[C@@]1(O)C[C@H](OC)[C@H]2C[C@@H]4[C@@H]1[C@H]2OC
30) CCCc1nc2ccccc2c(=O)n1-c1cccc(OC)c1
31) N#Cc1ccccc1Cn1cc(C(=O)c2cccs2)c2ccccc21
32) CCCCN1C(=O)/C(=C/C=C/c2ccco2)C(=O)NC1=S

Assay by compound	25	26	27	28	29	30	31	32
KCNH2 WT inh	-5	19	-2	-7	-9	-12	-2	-3
AT treatment	-3%	8%	14%	5%	-7%	5%	0%	-5%
Mito fusion yeast	1%	26%	0%	26%	1%	5%	-10%	-1%
KCNH2 3.1 block	7	-27	-2	?	-7	21	6	11
TSHR antag	9	6	10	-7	.	14	-1	-2
USP2a inh	-2%	-1%	-1%	4%	3%	1%	-1%	5%
Eya2 phos inh	19%	-4%	-19%	-9%	-14%	3%	4%	1%
TCR activator	0%	0%	2%	-2%	2%	0%	-7%	1%[46.1 µM]
ELG1 DNA repair	5%	-6%	8%	?	4%	-17%	?	1%
TRPV1 ag	2	?	?	?	1	.	?	6

33) O=C1NS(=O)c2cc([N+](=O)[O-])cc([N+](=O)[O-])c21 (centres undefined)
34) Cc1cccc(N2C(=O)NC(=O)/C(=C/c3ccc([N+](=O)[O-])o3)C2=O)c1
35) CC(=O)n1cc(C=C2C(=O)NC(=O)NC2=O)c2ccccc21
36) OC(CC#CCN1CCCCCC1)(c1ccccc1)C1CCCC1 (centres undefined)
37) CC(C)(C)c1ccc(C(=O)C2CCCN(Cc3ccon3)C2)cc1 (centres undefined)
38) C=CCn1c(O)c(C(C)=NC2CCN(Cc3ccccc3)CC2)c(=O)[nH]c1=O

Assay by compound	33	34	35	36	37	38
KCNH2 WT inh	-3	3	17	4	10	5
AT treatment	-3%	.	4%	6%	-1%	0%
Mito fusion yeast	11%	1%	0%	-10%	26%	3%
KCNH2 3.1 block	6	24	17	-3	-1	-4
TSHR antag	-5	-16	-13	-8	3	2
USP2a inh	0%	-17%	3%	0%	-1%	0%
Eya2 phos inh	-15%	6%	6%	-5%	5%	2%
TCR activator	-13%	-2%[46.1 µM]	-3%	-10%	-1%	7%
ELG1 DNA repair	2%	1%	?	-24%	?	-4%
TRPV1 ag	2	0	-5	1	0	1
